# NCI-60 one-dose screen, 48 h, at 10 µM unless noted. Numbers give growth in % (100 = growth as untreated, 0 = no growth, -100 = all killed).
# OVCAR-5 = OVCAR-5 ovarian cancer; 82,000 compounds, 2.9% hits; AID 1794783
# OVCAR-4 = OVCAR-4 ovarian cancer cells; 80,000 compounds, 3.7% hits
# OVCAR-8 = OVCAR-8 ovarian cancer. 81,000 compounds, 4.4% hits. AID 1794782
# DU-145 = DU-145 prostate cancer; 81,000 compounds, 4.2% hits; AID 1794760
# SK-OV-3 = SK-OV-3 ovarian cancer cells; 80,000 compounds, 3.2% hits
# OVCAR-3 = OVCAR-3 ovarian cancer. 79,000 compounds, 7% hits. AID 1794787
# NCI/ADR-RES = NCI/ADR-RES ovarian cells; 81,000 compounds, 4.4% hits
# IGROV1 = IGROV1 ovarian cancer; 79,000 compounds, 4.7% hits; AID 1794786
# The depositor's hits bear a star; x = no result given; [ ] = remark or other dose. How the source made its calls: active means growth percent below 10; inactive means the rest.
SMILES,OVCAR-5,OVCAR-4,OVCAR-8,DU-145,SK-OV-3,OVCAR-3,NCI/ADR-RES,IGROV1
CCOCCNC1=C(Cl)C(=O)c2ccccc2C1=O,120,107,106,76,108,101,103,112
Nc1ccc(S(=O)(=O)Nc2cc(-c3ccccc3)[nH]c2-c2ccccc2)cc1,97,89,77,116,128,97,96,113
COc1cc(C2NC(=S)NC(C)=C2C(=O)OC(C)C)cc(OC)c1OC (stereo not drawn),108,101,121,103,98,111,94,104
O=C(NO)C(=O)NCc1ccccc1,104,104,105,110,97,110,122,132
C[C@]12CC[C@@H]3c4ccc(O)c([N+](=O)[O-])c4CC[C@H]3[C@@H]1CC[C@@H]2O,111,105,103,125,112,110,103,123
CNC(=O)c1cc(-c2ccc(NC(=O)Nc3ccc(OC)cc3)cc2)nc2cccnc12,111,93,110,107,94,104,100,107
CCCCCCCCCCCCNC(=S)N/N=C/c1ccc(Cl)cc1,109,97,105,101,113,x,110,108
COc1ccc(/C=C/C(=O)c2ccc(NC(=O)CSc3nc(-c4cc(OC)c(OC)c(OC)c4)c(C#N)c(=O)[nH]3)cc2)cc1OC,111,118,94,113,80,117,108,112
CC(C)c1sc(NC(=O)c2cc(NC(=O)c3cc(NC(=O)c4nccn4C)cn3C)cn2C)nc1C(=O)NCCCN(C)C,105,75,81,92,60,71,111,83
O=C(NCCc1ccccc1)C(O)C(Cc1ccccc1)N(Cc1ccccc1)Cc1ccccc1 (stereo not drawn),81,63,73,81,81,70,61,63
CCOC(=O)C(CCc1ccccn1)c1ccccc1 (stereo not drawn),99,106,103,106,114,104,104,104
Cc1cc(C)cc(NC(=O)Cn2nncc2CN2C(=O)CSC2=O)c1,110,106,101,109,93,110,96,110
O=C(Nc1cc(Cl)c(Cl)cc1Cl)OCc1ccc2c(c1)OCO2,89[100 µM],56[100 µM],53[100 µM],95[100 µM],99[100 µM],117[100 µM],69[100 µM],86[100 µM]
CN(C)N1C(=O)C2C3C=CC(O3)C2C1=O (stereo not drawn),97,117,105,120,110,113,103,135
Cc1nc(-c2ccc(Cl)cc2)ccc1-c1nnc(SCC(=O)c2ccc(Cl)cc2)o1,106,102,102,106,112,x,100,91
COc1cccc(/C=C2/SC(=S)N(Cc3ccco3)C2=O)c1OC,104,96,91,106,101,111,102,87
Cc1c(/C=C2\Oc3ccccc3C2=O)c(=O)n(-c2ccccc2)n1C,97,81,83,105,104,102,92,78
C=CCOC(=O)CCC(C)(CCC(=O)OCC=C)C(C)=O,103,115,102,111,113,107,101,104
CCOC(=O)/C=C\C(OCC)OCC,119,112,92,111,107,103,103,114
COc1nc(N2CCOCC2)nc2cc(NCc3ccccc3)ccc12,103,91,94,96,92,96,91,99

# The last five records of the part above are carried over, then new ones follow:
SMILES,OVCAR-5,OVCAR-4,OVCAR-8,DU-145,SK-OV-3,OVCAR-3,NCI/ADR-RES,IGROV1
COc1cccc(/C=C2/SC(=S)N(Cc3ccco3)C2=O)c1OC,104,96,91,106,101,111,102,87
Cc1c(/C=C2\Oc3ccccc3C2=O)c(=O)n(-c2ccccc2)n1C,97,81,83,105,104,102,92,78
C=CCOC(=O)CCC(C)(CCC(=O)OCC=C)C(C)=O,103,115,102,111,113,107,101,104
CCOC(=O)/C=C\C(OCC)OCC,119,112,92,111,107,103,103,114
COc1nc(N2CCOCC2)nc2cc(NCc3ccccc3)ccc12,103,91,94,96,92,96,91,99
CC(=O)Oc1ccccc1C(=O)Nc1ncc([N+](=O)[O-])s1,63,55,51,32,86,5.6*,21,26
Cc1ccc(Nc2n[nH]c(=S)s2)c(C)c1,111,x,110,109,x,120,106,104
COc1ccc(-c2nnc(/N=C3/C(=O)Nc4ccccc43)o2)cc1,106,98,104,106,104,x,96,87
CCOCc1ccco1,105,114,109,106,104,102,104,108
CCN(CC)CCN1C(=O)c2cccc3cccc(c23)C1=O,116,115,84,106,107,113,95,x
CC(C(O)c1cc2c(c3ccccc13)CCCC2)N1CCOCC1 (stereo not drawn),92,94,101,96,100,98,103,106
CC1=C(C)C(=O)C(N2CCC(Cc3ccccc3)CC2)=CC1=O,99,77,95,80,94,85,81,95
COc1ccc(C(C)c2ccc(OC)cc2)cc1,107,109,108,99,99,107,104,103
COc1ccc(S(=O)(=O)Nc2c(/C=C\c3cc(OC)c(OC)c(OC)c3)ccc(OC)c2O)cc1,30,53,-0.8*,-17*,19,-8.9*,-2.4*,33
CC(C)(C#CC(C)(C)OC(=O)Nc1ccccc1)OC(=O)Nc1ccccc1,106,x,98,116,116,116,108,107
CC(=O)CC(=O)NC(C)(C)CC(C)(C)C,98,96,96,116,120,109,96,113
COC(=O)C(C)N (stereo not drawn),109,111,115,114,106,116,113,99
CCCC(CCc1ccccc1)C(=O)NC(N)=O (stereo not drawn),103,102,107,x,98,105,111,100
COc1cc(-c2nn(-c3cccc(NC(=O)CCN4CCN(Cc5ccccc5)CC4)c3)cc2-c2ccncc2)ccc1Cl,23,36,13,7.6*,22,7.0*,-21*,32
c1cncc(-c2csc(-c3c[nH]c4ccccc34)n2)c1,96,79,96,103,79,86,95,69
NC(=O)C(NN=C(c1ccccc1)c1ccccc1)c1ccccc1 (stereo not drawn),110,97,98,113,109,108,101,106
CCSc1ccc(N2C(N)=NC(N)=NC2(C)C)cc1,62,84,36,55,67,89,104,56
Cc1ccc2c(n1)C(=O)C(Cl)=C(Nc1ccccc1C(F)(F)F)C2=O,103,64,102,107,114,67,96,78
CCOc1c(C(C)=O)sc(=Nc2ccccc2)n1-c1cccc(-n2c(OCC)c(C(C)=O)sc2=Nc2ccccc2)c1,90,92,92,102,92,x,95,91
CCCCSc1nnc(-c2ccc(-n3nc(-c4ccc(OC)cc4)cc3-c3ccc(OC)cc3)cc2)o1,94,91,102,108,x,110,106,115
Cc1cccc(-c2nc(-c3cccc(C)c3)c3cc(-c4ccccc4)n(C)c3n2)c1,113,111,107,108,110,118,106,105
CCOC(=O)c1cn2ncnc(Oc3ccc(NC(=O)NC4CC4)c(F)c3)c2c1C,103,70,100,110,111,113,99,99
C=C1CCC2C3(C)COC(c4ccc(N(C)C)cc4)OC3CCC2(C)C1/C=C/C1=CCOC1=O (stereo not drawn),93,58,71,73,80,72,59,84
CC(=O)CC(=O)SC1=NCCS1,117,109,99,121,112,113,113,140
Cc1nn(-c2ccccc2)c2c1C(c1ccc([N+](=O)[O-])cc1)C(C#N)=C(N)O2 (stereo not drawn),106,100,91,111,107,122,104,83
CC(C)(C)c1ccc(-c2nnc(-c3nc4ccccc4nc3Cl)o2)cc1,99,82,84,86,96,x,83,73
CCCCC1(O)CCCC1,97,x,101,109,102,105,97,97
COc1ccc(C=O)cc1Br,100,x,109,107,105,114,107,106
C=C(C)[C@@H]1CC[C@]2(c3ncc(C)o3)CC[C@]3(C)[C@H](CC[C@@H]4[C@@]5(C)Cc6c([nH]c7ccccc67)C(C)(C)[C@@H]5CC[C@]43C)[C@@H]12,94,87,96,102,99,96,92,94
NC(=O)c1cc(Cl)ccc1O,117,114,103,111,106,113,98,103
CCN1CCN(CC(=O)NCCc2c[nH]c3ccccc23)C(=O)c2ccccc2C1=O,108,105,95,107,108,104,98,105
O=C(/C=C/c1ccc(Cl)cc1)N1CCN(C(=O)/C=C/c2ccc(C(F)(F)F)cc2)CC1,95,115,106,113,118,112,115,112
O=C(C[P+](c1ccccc1)(c1ccccc1)c1ccccc1)c1ccccc1,90,84,96,102,104,94,83,90
CC(=O)N1c2ccc(S(=O)(=O)NCc3ccc4c(c3)N(C(=O)c3ccccc3)CC4)cc2CC1C (stereo not drawn),102,84,103,99,90,93,89,90
CCC[S@@](=O)c1ccc2nc(NC(=O)OC)[nH]c2c1,102,99,77,107,64,94,91,91
O=C(NC(Cc1ccc(O)cc1)C(=O)N=Nc1c(O)[nH]c2ccccc12)c1ccccc1 (stereo not drawn),110,96,94,108,103,103,99,108
O=C(CO)Nc1ccccc1,97,108,104,120,97,116,106,121
Oc1ccccc1CNc1ccccc1,105,98,101,104,103,101,103,111
COC(=O)c1cc(O)cc(O)c1,104,112,104,127,105,126,x,108
Cn1cc(-c2ccc3c(c2)ncn3-c2ccc(CC(=O)Nc3cc(C(C)(C)C)on3)cc2)cn1,23,12,41,19,7.2*,32,39,-28*
CNCCCOc1c(Br)cc(CCNC(=O)/C(Cc2cc(Br)c(OC)c(Br)c2)=N/O)cc1Br,36,14,2.0*,-5.0*,37,-25*,9.4*,6.0*
O=[N+]([O-])c1ccc(-c2cc(CCCCO)on2)cc1,113,58,103,114,108,98,106,100
CC(C)=CCc1c2c(c(O)c3c1O[C@]14C(=C[C@@H]5C[C@H]1C(C)(C)O[C@@]4(C/C=C(/C)C(=O)O)C5=O)C3=O)CC(O)C(C)(C)O2 (stereo partly drawn),-11*,19,-25*,-78*,30,-96*,18,5.2*
CN(C)C(=O)C1=NC(Cc2ccccc2)C(=O)N(c2ccc(Cl)cc2)N1 (stereo not drawn),104,116,102,110,112,123,102,100
C[N+]1(CCCCC[N+]2(C)CCCC2)CCCC1,73,97,78,93,69,107,75,105
NC[C@H](O)c1ccc(O)c(O)c1,84,123,96,106,102,108,92,118
O=C1Nc2ccc(F)cc2C12Nc1cc(Cl)ccc1S2 (stereo not drawn),121,78,97,101,84,83,93,x
CC(=O)Nc1c(I)c(C(=O)NC2C(O)OC(CO)C(O)C2O)c(I)c(N(C)C(C)=O)c1I (stereo not drawn),96,108,100,114,105,113,115,101
CCCN1[C@@H]2CC[C@H]1/C(=C\c1cc(OC)ccc1OC)C(=O)/C2=C/c1cc(OC)ccc1OC,114,72,79,91,110,78,76,82
CN1CCc2c(sc3ncnc(N/N=C/c4c(F)cccc4Cl)c23)C1,89,69,89,84,105,11,92,97
C=C1CCC2C3(C)COC(c4c(F)cccc4F)OC3CCC2(C)C1C/C=C1/C(=O)OCC1O (stereo not drawn),-10*,12,-43*,-60*,55,-68*,-15*,-27*
O=C(N/N=C\c1ccc(Cl)c(Cl)c1)C(=O)N/N=C\c1ccc(Cl)c(Cl)c1,97,x,101,113,100,105,100,90
Cn1c(=O)c2c(nc(Nc3nc(Nc4ccc(S(N)(=O)=O)cc4)cs3)n2Cc2ccccc2)n(C)c1=O,96,103,98,108,113,111,95,101

# Gathered by group, the entries above containing bromine
SMILES,OVCAR-5,OVCAR-4,OVCAR-8,DU-145,SK-OV-3,OVCAR-3,NCI/ADR-RES,IGROV1
COc1ccc(C=O)cc1Br,100,x,109,107,105,114,107,106
CNCCCOc1c(Br)cc(CCNC(=O)/C(Cc2cc(Br)c(OC)c(Br)c2)=N/O)cc1Br,36,14,2.0*,-5.0*,37,-25*,9.4*,6.0*
